# High-throughput results (PubChem)
# FXIa single inh – human FXIa protease inhibitors, primary screen, biochemical, single compound per well; AID 687, 2007; purified human FXIa, fluorogenic AMC substrate cleavage; Coagulation factor XI (Homo sapiens), P03951; inhibition, % at 10 µM; 33,000 tested, 0.3% active;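 active = inhibition above 40% in the primary screen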;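 also: 0% = enzyme without compound and 100% = blank wells lacking enzyme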
# FXIIa inh – human FXIIa protease inhibitors, primary screen, biochemical, single well; inhibition, % at 10 µM; 33,000 tested, 0.2% active; purified human FXIIa, AMC substrate fluorescence, 2 h; Coagulation factor XII (Homo sapiens), P00748; in the data active = inhibition above about 30%;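 also: 0% = enzyme with vehicle only and 100% = no enzyme blank; many of its hits are not listed in these tables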
# Target sequence (P00748 20-372 limits assumed): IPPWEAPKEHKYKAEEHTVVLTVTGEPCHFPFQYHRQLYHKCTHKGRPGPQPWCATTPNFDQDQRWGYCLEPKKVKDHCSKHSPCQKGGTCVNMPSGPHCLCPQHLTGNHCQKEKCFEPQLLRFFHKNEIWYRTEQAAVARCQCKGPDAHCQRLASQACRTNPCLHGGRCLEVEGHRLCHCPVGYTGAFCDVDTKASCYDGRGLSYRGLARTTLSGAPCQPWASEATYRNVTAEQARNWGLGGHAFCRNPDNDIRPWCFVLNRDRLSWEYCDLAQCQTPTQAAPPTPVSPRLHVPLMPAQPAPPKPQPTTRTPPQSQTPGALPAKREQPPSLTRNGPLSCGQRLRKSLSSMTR
# Target sequence (P00748 373-615 limits assumed): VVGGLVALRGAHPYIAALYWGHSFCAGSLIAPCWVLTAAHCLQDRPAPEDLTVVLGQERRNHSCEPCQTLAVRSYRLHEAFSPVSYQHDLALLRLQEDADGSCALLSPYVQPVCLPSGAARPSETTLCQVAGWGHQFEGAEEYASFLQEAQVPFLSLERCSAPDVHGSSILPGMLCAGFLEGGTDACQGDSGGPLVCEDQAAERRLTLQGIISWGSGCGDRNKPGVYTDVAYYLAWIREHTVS
# * = called active by the depositor.
# Start of the data: the first 3 compounds, to show the layout:
SMILES,FXIa single inh,FXIIa inh
CCCC1CC(C)(C(=O)CSc2n[nH]c(-c3ccccc3)n2)OC1=O (stereo not drawn),-9.4,-4.3
O=C(c1ccc2snnc2c1)N1CCN(c2ccccc2)CC1,-10.1,-1.8
COC(=O)Nc1ncc(CN2CCCCC2)s1,-4.9,-0.7

# Results, previewed entries included:
SMILES,FXIa single inh,FXIIa inh
CCCC1CC(C)(C(=O)CSc2n[nH]c(-c3ccccc3)n2)OC1=O (stereo not drawn),-9.4,-4.3
O=C(c1ccc2snnc2c1)N1CCN(c2ccccc2)CC1,-10.1,-1.8
COC(=O)Nc1ncc(CN2CCCCC2)s1,-4.9,-0.7
Cc1occc1C(=O)Nc1cccc(C(F)(F)F)c1,-5.5,2.6
COC(=O)CNS(=O)(=O)c1ccc(OC)cc1,0.2,4.2
Cn1cc(C(CC(=O)O)C(=O)O)c2ccccc21 (stereo not drawn),22.2,5.7
FC(F)C(F)(F)C1=CC(c2ccccc2)=NCCN1,0.4,4.2
COc1ccc(Br)cc1CN1CCCCCCC1,0.8,-16.3
O=C(CCN1CCN(c2ccccc2)CC1)Nc1nccs1,4.6,4.0
Cc1cc(C)c2nc(N3CCCC(C(=O)N4CCN(c5ncccn5)CC4)C3)sc2c1 (stereo not drawn),24.1,-12.3
Fc1ccc(-n2c(Cc3ccccc3)nnc2SCc2nc(-c3ccc(Cl)cc3)no2)cc1,-10.7,-11.7
CCOC(=O)CNC(=O)c1ccccc1,-0.4,0.3
Cc1ccc(S(=O)(=O)CCc2nc3ccccc3n2CCC#N)cc1,-3.5,4.0
CCc1ccc(NC(=O)CS(=O)CC(=O)NC(C)CCc2ccco2)cc1 (stereo not drawn),2.9,-18.0
O=C(c1cc2sccc2n1Cc1ccccc1)N1CCCc2ccccc21,2.9,4.2
CCOC(=O)c1c(C)[nH]c(C)c1C(=O)CSc1nc(N)cc(=O)[nH]1,-11.4,3.1
COc1ccccc1CN(Cc1nc2ccccc2c(=O)[nH]1)C(=O)Nc1ccc(C)cc1,-5.6,1.6
CCc1nc(OCC(=O)c2ccccc2)c(C#N)c2c1COC(C)(C)C2,-4.7,2.8
Cc1nn(-c2ccccc2)c2sc(C(=O)N3CCCCC3)cc12,1.4,6.5
O=C(CCCCCN1C(=O)c2ccccc2C1=O)Nc1ccc2c(c1)OCCO2,14.7,-15.6
O=S(=O)(NCc1ccco1)N1CCCCCC1,4.2,5.2
CN1C(=O)C2(OCC(COc3ccc(Cl)cc3)O2)c2ccccc21 (stereo not drawn),-0.5,3.7
CC(C)(C)C1CC=C2C(C#N)=C(N)C(C#N)(C#N)C(c3cccs3)C2C1 (stereo not drawn),1.5,5.8
Cn1nnnc1SCCNCc1ccccc1F,-4.1,4.2
O=C(COC(=O)CNC(=O)C1CCCCC1)Nc1ccc2ccccc2c1,-1.2,-4.7
CCn1c(SCC(=O)N2CCN(c3ccccc3)CC2)nnc1-c1ccncc1,0.3,8.1
O=C(Nc1ccc(Cl)cc1)C(c1ccccc1)N(CCO)CCO (stereo not drawn),-1.2,6.5
CCOC(=O)c1cnc(SCC(=O)Nc2cc(C(F)(F)F)ccc2N2CCOCC2)nc1N,5.6,5.9
O=C(NCCOC(=O)c1ccc(S(=O)(=O)N2CCOCC2)cc1)c1cccnc1,-2.5,6.0
CCCCN(C(=O)CNC(=O)c1cccs1)C(C(=O)NC1CCCCC1)c1cccnc1 (stereo not drawn),-1.9,1.7
CCOc1ccc(OCC)c(NC(=O)C2CCCN(S(=O)(=O)c3c(C)noc3C)C2)c1 (stereo not drawn),-7.5,5.5
COc1ccccc1NC(=S)N(CCc1c(C)[nH]c2ccccc12)Cc1cccs1,-12.4,-16.3
Cc1csc2ncc(C(=O)N(Cc3ccccc3)c3ccccn3)c(=O)n12,4.5,4.7
CCCCOc1ccc(-c2nnn(CCC(=O)N3CCOCC3)n2)cc1,3.6,-16.9
CCC(=O)c1cn(CC(=O)NCC2CCCO2)c2ccccc12 (stereo not drawn),-1.0,0.4
O=C(CS(=O)(=O)c1cn(Cc2ccc(Cl)cc2)c2ccccc12)N1CCCCC1,8.9,3.1
COC(=O)c1ccccc1NC(=O)COc1ccc(S(=O)(=O)N2CCCC2)cc1C,9.1,5.0
Cc1cccc(Cn2c(=O)n(-c3ccc(CC(=O)NCc4ccco4)cc3)c(=O)c3sccc32)c1,1.2,2.1
COc1ccccc1-c1nnc(SCC(=O)Nc2ccc(S(N)(=O)=O)cc2)n1C,26.2,-15.1
COc1ccc(-c2nnc(-c3cc4ccccc4oc3=O)o2)cc1,7.3,-3.9

# As a short view, part of the list above.
SMILES,FXIa single inh,FXIIa inh
O=C(CS(=O)(=O)c1cn(Cc2ccc(Cl)cc2)c2ccccc12)N1CCCCC1,8.9,3.1
COC(=O)c1ccccc1NC(=O)COc1ccc(S(=O)(=O)N2CCCC2)cc1C,9.1,5.0
Cc1cccc(Cn2c(=O)n(-c3ccc(CC(=O)NCc4ccco4)cc3)c(=O)c3sccc32)c1,1.2,2.1
COc1ccccc1-c1nnc(SCC(=O)Nc2ccc(S(N)(=O)=O)cc2)n1C,26.2,-15.1
COc1ccc(-c2nnc(-c3cc4ccccc4oc3=O)o2)cc1,7.3,-3.9

# Next section.
SMILES,FXIa single inh,FXIIa inh
CC(NC(=O)c1cc2ccccc2o1)c1cccs1 (stereo not drawn),-15.4,-11.9
CC(C)(C)C(=O)NCCN1CCN(C(=O)C(C)(C)C)CC1,-4.5,4.3
CCCCN(CCCC)S(=O)(=O)c1ccc2[nH]c(=O)[nH]c2c1,14.0,3.2
CCOc1cc(C(c2c(C)[nH][nH]c2=O)c2c(C)[nH][nH]c2=O)ccc1OCc1ccc([N+](=O)[O-])cc1,-4.8,8.7
CCOCCCNC(=O)C(NC(=O)CNC(=O)c1ccccc1)c1ccccc1 (stereo not drawn),-2.0,4.2
C=CCSC(=C(C#N)C#N)c1cc2c([nH]1)CCCC2,0.0,14.8
CC1=CC(c2ccc(Cl)cc2)n2nc(NC(=O)c3ccccc3)nc2N1 (stereo not drawn),-0.5,9.5
CCN(CC)CCCN1C(=O)C(=O)/C(=C(/O)c2ccc(OC)c(Cl)c2)C1c1ccco1 (stereo not drawn),-4.2,6.8
CNC(=O)CSCc1c(F)cccc1Cl,-3.4,14.2
Cc1cc(Cl)c(S(=O)(=O)N2CCSCC2)cc1OCC(=O)NC1CCCCC1,1.9,1.9
CC1Sc2ccccc2N(CC(=O)N(C(C)C)C(C)C)C1=O (stereo not drawn),4.9,4.7
c1ccc2[nH]c(-c3cscn3)nc2c1,2.4,1.0
CC1CC(C)CN(CCCNC(=O)Cc2c(C(=O)O)n(C)c3ccccc23)C1 (stereo not drawn),-7.7,14.1
COc1ccc(CNC(=O)CCn2c(=O)oc3ccccc32)cc1,4.8,1.1
CC(C)n1c(N2CCN(C(=O)Nc3ccccc3)CC2)nc2ccccc21,-3.2,5.1
COc1ccc2nc(C)cc(C(=O)O)c2c1,1.5,2.0
CCOC(=O)N1CCC(Nc2c(NCCCN(CC)CC)c(=O)c2=O)CC1,3.7,4.4
O=C(O)C1C2C=CC(CC2)C1C(=O)O (stereo not drawn),7.2,14.6
CN1C(=O)C(CC(=O)Nc2ccc3c(c2)Cc2ccccc2-3)N(C)C1=O (stereo not drawn),3.6,1.1
CCc1cc2c3c(c(=O)oc2cc1O)CCCC3,3.5,-10.2
O=C(NCc1ccccn1)c1ccc(Cl)s1,-7.5,4.8
CC(=O)c1noc(C)c1C(=O)Nc1nccs1,2.4,10.2
O=C(CC1COc2ccccc2O1)NCCc1ccccc1 (stereo not drawn),3.6,-17.6
CCCCOc1ccc(C(=O)N2CCCCCC2)cc1,-0.1,6.8
O=C1CCCC(O)=C1C1NCCc2ccccc21 (stereo not drawn),6.0,9.0
CCCCSc1nnc(-c2ccc(NC(=O)CC)cc2)n1C,1.7,8.4
CCOC(=O)/C(=N\Nc1ccccc1)S(=O)(=O)c1ccccc1,-1.1,1.1
Cc1ccc(CC(=O)Nc2nc3c(s2)CCCC3)cc1,3.6,2.9
O=C(O)Cc1ccc(C(=O)c2cccs2)s1,-0.5,8.2
COc1cccc(C(=O)Nc2nc3c(c(=O)[nH]2)CCCC3)c1,2.5,10.8
COc1cc(NC2=CC(=O)CC(C)(C)C2)cc(OC)c1OC,0.4,4.0
CC(=O)NC1C(=O)N=C(SCC(=O)NCc2ccccc2)NC1=O (stereo not drawn),-1.3,-1.2
COc1ccc2[nH]c(=O)c(CN(CCO)C(=O)c3cccs3)cc2c1,26.4,-14.5
O=C(Nc1ccc2c(c1)OCCO2)c1ccc(CN2CCOCC2)cc1,-2.3,6.2
N#Cc1c(SCc2ccc(Cl)cc2)sc(C(=O)c2ccccc2)c1N,13.0,5.1
CCC1(CC)Cc2ccccc2C(CC(=O)N2CCOCC2)=N1,26.0,-17.8
Cc1ccc(C)c(OCC(=O)Nn2c(C)nc3ccccc3c2=O)c1,-0.1,4.4
Cc1cc(NC(=O)CSc2nnc(-c3ccoc3C)o2)no1,-4.5,6.7
CCN1CCCC1Cn1cnc2c([nH]c3cc(OC)ccc32)c1=O (stereo not drawn),-8.8,5.2
Cc1csc2nc(=O)c3ccccc3n12,-1.4,0.7

# Of the compounds above, 2 have a tert-butyl group:
SMILES,FXIa single inh,FXIIa inh
CC(C)(C)C1CC=C2C(C#N)=C(N)C(C#N)(C#N)C(c3cccs3)C2C1 (stereo not drawn),1.5,5.8
CC(C)(C)C(=O)NCCN1CCN(C(=O)C(C)(C)C)CC1,-4.5,4.3

# The list continues:
SMILES,FXIa single inh,FXIIa inh
CCCCCN1C2=NCCN2c2ccccc21,-6.1,2.3
Cn1nc(C(F)(F)F)c2cc(NC(=O)OCc3ccc(C(C)(C)C)cc3)sc21,-3.7,13.6
C=CCn1c(-c2ccc(OC)cc2)nc2nc3ccccc3nc21,-12.8,-9.7
Cc1onc(-c2c(F)cccc2Cl)c1C(=O)N1CCc2ccccc21,-3.2,13.7
O=c1oc(-c2ccccc2F)nc2c1cnn2-c1ccccc1,21.4,8.1
COc1cc(/C=C2/S/C(=N/S(=O)(=O)c3ccccc3)NC2=O)c([N+](=O)[O-])cc1OC,13.1,8.7
N#CC1=C(N)c2ccccc2CC12CCCCC2,-4.7,7.8
Cc1ccc(S(=O)(=O)CC(=O)Nc2nc(-c3ccccc3)cs2)cc1,-1.6,5.9
O=C(CNC(=O)c1ccccc1)NCC1COc2ccccc2O1 (stereo not drawn),3.2,6.2
COc1ccc(C(CNC(=O)c2ccc(N3CCCC3=O)cc2)N(C)C)cc1 (stereo not drawn),25.5,-17.1
Cc1ccc(NC(=O)OCC(F)(F)C(F)F)cc1NC(=O)OCC(F)(F)C(F)F,6.6,-16.2
O=C(O)c1cc(-c2ccccc2)n(-c2ccccc2)n1,6.2,6.3
Nc1ccc(C(=O)OCc2nc3c(ccc4ccccc43)[nH]2)cc1,-8.4,6.3
CCC(C)NC(=O)CSc1ccc(Cl)cc1 (stereo not drawn),0.3,1.2
CCCc1nnc(SCC(=O)N2C(C)CCCC2C)n1CC1CCCO1 (stereo not drawn),4.5,4.8
Nn1c(N2CCCCC2)nc2ccccc21,-5.2,-7.1
Cc1ccc(NC(=O)C2C3CC4OC(=O)C2C4C3)cc1Cl (stereo not drawn),-6.0,7.3
Cc1ccccc1Cn1c(C(=O)OC(C)C)cc2c1ccn2C,5.6,3.7
O=C(O)CCn1c(C(=O)O)cc2sccc21,4.0,3.5
CCn1c(-c2ccccc2)c[nH]c1=S,0.1,7.4
COc1cccc(/C=N/n2cnc3ccccc32)c1OC,21.3,-12.6
O=C1C2C3C=CC(C3)C2C(=O)N1CNc1ccccn1 (stereo not drawn),-0.6,-3.0
CC(CCc1ccccc1)NC(=O)c1ccc(Cl)nc1 (stereo not drawn),-6.6,1.2
CCOC(=O)c1ccc(NC(=O)c2ccc(C)c(S(=O)(=O)N3CCOCC3)c2)cc1,-1.6,6.3
O=C(CSc1nc2ccccc2c(=O)n1Cc1ccco1)NCc1ccco1,-1.2,5.7
CC(C)(C)c1cc(C(F)(F)F)c(C#N)c(=O)[nH]1,1.4,-8.4
COC(=O)c1ccc(C(=S)N2CCOCC2)cc1,0.2,5.6
COc1ccccc1CNC(=O)c1nn(-c2ccc(C)cc2)c(=O)c2c1c1ccccc1n2C,14.5,3.4
COc1ccccc1N1CCN(C(=O)CSc2nc(N)cc(=O)[nH]2)CC1,1.4,2.6
CCC1CCCCN1Cc1ccc(OC)c(C)c1 (stereo not drawn),19.8,-10.5
COc1c2c(nc3occc13)C(CC=C(C)C)(OC)C(OC(C)=O)CC2 (stereo not drawn),1.5,7.2
OC1(c2ccc(Br)cc2)CCNCC1,-4.7,-1.8
O=C(COC(=O)c1ccncc1)Nc1cc(Cl)ccc1Cl,22.1,-13.5
CCSc1nnc(NC(=O)CSc2c(Cl)cccc2Cl)s1,-7.4,-0.4
CC(=O)NCC(=O)OCC(=O)c1ccc2ccccc2c1,-1.5,6.8
C=CCn1c(SCC(=O)Nc2cc(NC(C)=O)ccc2OC)nnc1-c1cccnc1,-3.9,-0.2
CCCCC[n+]1ccn(C2=C([O-])c3ccccc3C(=O)/C2=N\S(=O)(=O)c2ccccc2)c1,3.1,8.4
CCOC(Cn1c(-c2ccc(OC)cc2)nc2ccccc21)OCC,1.4,-2.4
CC1CN(Cc2nc3c(c(=O)n(C)c(=O)n3C)n2CCCc2ccccc2)CC(C)O1 (stereo not drawn),-0.7,3.9
CCOc1ccccc1NC(=O)C1CCN(S(=O)(=O)c2c(C)noc2C)CC1,-2.5,-9.4
CCCS(=O)(=O)c1c(S(=O)(=O)CCC)c2c3ccccc3ccn2c1C(=O)OC,-4.5,-1.5
CC(C)(C)c1nc2sc3c(c2c(=O)o1)CCCC3,21.3,-16.1
O=C(NCc1ccco1)c1ccc(=O)[nH]n1,-6.1,4.5

# Not all compounds are listed, so the mix of outcomes need not match the whole.
